# MEP2 TOR yeast: alters MEP2-GFP fluorescence in TOR pathway yeast screen; S. cerevisiae MEP2-GFP strain, flow cytometry GFP, 3 h; 100% = DMSO control level; GFP response vs DMSO, % at 10 µM; actives 0.51% (n = 330,000);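 active means GFP response versus DMSO above a set limit, roughly screen mean plus 3 SD, cut at about 180% in these data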;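 further: median GFP fluorescence of the barcode-gated MEP2-GFP cells per well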
# procasp3 activ: activators of human procaspase-3 | P42574 | recombinant procaspase-3 D3A, Ac-DEVD-pNA absorbance 405 nm | activation, % at 8.5 µM | actives 0.11% (n = 330,000);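 active means activation above the mean of all tested compounds plus 3 SD, cut at about 21% in these data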;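 further: 0% = DMSO alone and 100% = DMSO wells spiked with extra 5 µM PC-3 D3A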
# Target sequence (P42574 whole entry D9A/D28A/D175A): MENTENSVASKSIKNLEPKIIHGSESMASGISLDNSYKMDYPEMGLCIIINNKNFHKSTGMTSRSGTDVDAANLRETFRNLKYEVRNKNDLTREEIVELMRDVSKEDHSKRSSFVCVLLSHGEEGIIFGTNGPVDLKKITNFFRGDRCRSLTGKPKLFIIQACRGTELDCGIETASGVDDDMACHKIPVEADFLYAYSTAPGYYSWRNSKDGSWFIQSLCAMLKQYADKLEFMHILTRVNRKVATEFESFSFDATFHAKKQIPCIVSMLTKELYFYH
#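 Test system: Procaspase-3 D3A mutant; medium: Zinc-free HEPES/NaCl buffer with 0.01% Triton X-100 at pH 7.4; reagent: DEVD-pNA substrate; doses: one concentration, 8.5 µM nominal, 0.8% DMSO; times: 1 h preincubation plus 2 h reaction at 25 °C; signal: Epi-absorbance at 405 nm of released p-nitroaniline, 0 and 120 min; replicates: singlicate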
# AHR act: human AHR activation | P35869 | AHR-responsive luciferase reporter cells, luminescence | activation, % at 5 µM | actives 2.5% (n = 320,000) | AID 2796; in the data active means activation above about 47%;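 further: 0% = vehicle wells and 100% = reference agonist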
# Target sequence (P35869 whole entry, looked up): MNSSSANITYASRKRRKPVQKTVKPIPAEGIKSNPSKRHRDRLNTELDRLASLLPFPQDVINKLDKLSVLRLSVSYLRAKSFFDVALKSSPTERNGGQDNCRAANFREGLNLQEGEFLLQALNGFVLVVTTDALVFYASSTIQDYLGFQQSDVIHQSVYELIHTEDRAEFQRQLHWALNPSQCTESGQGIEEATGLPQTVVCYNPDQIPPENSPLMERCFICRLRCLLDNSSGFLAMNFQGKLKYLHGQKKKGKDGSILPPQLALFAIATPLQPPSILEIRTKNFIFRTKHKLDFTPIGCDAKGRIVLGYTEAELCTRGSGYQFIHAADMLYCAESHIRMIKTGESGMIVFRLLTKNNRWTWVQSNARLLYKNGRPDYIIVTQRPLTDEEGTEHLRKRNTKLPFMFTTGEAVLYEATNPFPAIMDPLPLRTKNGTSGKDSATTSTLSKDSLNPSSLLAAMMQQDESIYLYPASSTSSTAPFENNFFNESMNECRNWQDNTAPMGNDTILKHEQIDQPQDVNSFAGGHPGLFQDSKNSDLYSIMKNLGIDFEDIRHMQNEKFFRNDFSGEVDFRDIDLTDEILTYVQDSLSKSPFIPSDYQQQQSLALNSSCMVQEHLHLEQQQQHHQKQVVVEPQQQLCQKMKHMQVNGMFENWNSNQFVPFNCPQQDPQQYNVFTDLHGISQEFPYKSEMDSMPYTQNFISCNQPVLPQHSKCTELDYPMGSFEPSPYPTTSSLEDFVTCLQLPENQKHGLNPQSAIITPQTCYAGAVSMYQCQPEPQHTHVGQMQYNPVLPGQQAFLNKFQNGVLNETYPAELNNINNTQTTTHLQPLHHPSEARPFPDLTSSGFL
# proCasp7 act: counter-screen: procaspase-7 (human) activation | P55210 | recombinant procaspase-7, Ac-DEVD-pNA absorbance 405 nm; D23A/D198A/D206A triple mutant, cannot self-cleave; scale: DMSO 0, 5 µM enzyme 100 | activation, % at 8.5 µM | actives 0.093% (n = 330,000) | AID 463210;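 active means percent activation above the screen-wide mean plus 3 SD, cut at about 25% in these data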
#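 buffer or medium = Zinc-free HEPES/NaCl buffer, pH 7.4 | material = Procaspase-7 triple mutant (PC-7 D3A) | input = 2 µM procaspase-7 mutant as dispensed | signal = Epi-absorbance of released pNA at 405 nm, two timepoints | timing = 1 h preincubation, 2 h reaction | replicates = singlicate compound testing | evaluation = % activation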
# LAP4-GFP MLPCN: alters LAP4-GFP fluorescence in TOR pathway yeast screen; actives 0.34% (n = 320,000); S. cerevisiae LAP4-GFP multiplex, flow cytometry GFP, 3 h; median GFP as percent of DMSO wells; GFP response vs DMSO, % at 10 µM;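 active means GFP response vs DMSO above a set limit, about the screen mean plus 3 SD, cut at about 150% in these data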
# RPL19A-GFP yeast: modulators of TOR pathway RPL19A-GFP in S. cerevisiae; AID 2025; actives 0.3% (n = 330,000); percent response vs DMSO, % at 10 µM; S. cerevisiae RPL19A-GFP strain, flow cytometry, 3 h; stronger effect = lower value;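 active means percent response vs DMSO below 50%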;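 further: median channel GFP fluorescence of the barcoded RPL19A-GFP strain; ratio of sample median GFP to plate DMSO average so 100% = DMSO; lower means less RPL19A-GFP as with rapamycin TOR inhibition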
# EBNA-1 inh: blocks EBNA-1 binding to DNA; actives 0.34% (n = 300,000); EBNA-1 DNA binding, fluorescence polarization; inhibition, % at 14.8 µM; in the data active means inhibition above about 28%
# ZTA counter: blocks Epstein-Barr virus ZTA, an EBNA-1 counter-screen | ZTA-DNA binding, fluorescence polarization | actives 0.15% (n = 320,000) | inhibition, % at 11 µM | P03206; in the data active means inhibition above about 33%
# Active calls of the source: *; / = no result given. Rows were taken by chance, and some 3.8% of all compounds hit somewhere here.
SMILES,MEP2 TOR yeast,procasp3 activ,AHR act,proCasp7 act,LAP4-GFP MLPCN,RPL19A-GFP yeast,EBNA-1 inh,ZTA counter
COc1cc(CC(=O)Nc2ccc3nc(C)sc3c2)cc(OC)c1OC,107,2,0,5,91,104,3,3
CCn1c(CNC(=O)Cc2ccc(OC)cc2)nnc1SCC(=O)Nc1nccs1,109,-4,1,-6,103,106,-6,-10
CC(O)c1cc2c(cc1NC(=O)c1cnn3c1NC(c1ccco1)CC3C(F)(F)F)OCO2 (stereo unspecified),98,9,15,8,102,103,-8,-14
OCCN1CCN(CC/C=C2/c3ccccc3Sc3ccc(Cl)cc32)CC1,100,3,-4,0,107,103,1,-10
Cc1ccccc1-n1c(SCC(=O)c2cc(C)n(C)c2C)nnc1-c1ccncc1,96,-12,7,-3,98,100,-21,0
COc1cc2c3c([nH]c2cc1F)C(=O)NCC3,/,5,1,-5,/,/,2,8
Cc1nn(C)cc1C(=O)NNC(=S)Nc1ccc(Cl)cc1,102,-5,29,-12,102,100,6,6
COc1cccc(-c2nc(CS(=O)(=O)CC(=O)NCc3ccc4c(c3)OCO4)c(C)o2)c1,110,3,4,-2,90,100,8,-6
CCOC(=O)c1ccc(N=Nc2c(C)[nH]n(-c3ccccc3)c2=O)cc1,107,6,3,-8,85,107,-4,-12
Cc1cc(C(=O)COc2ccccc2Cl)c(C)n1-c1ccc2c(c1)OCO2,104,-4,10,-13,89,100,-12,1
CCc1cc2cc3c(cc2nc1SCC(=O)Nc1cc(C)on1)OCO3,108,2,7,-1,93,101,1,4
CCN(CC)C(=O)CN(c1cccc(Br)c1)S(C)(=O)=O,91,-2,3,-5,91,89,-15,-9
CCOC(=O)C1CCN(C(=O)/C=C/c2ccc3c(c2)OCO3)CC1,99,2,8,4,79,103,-1,-14
NNC(=O)CN1C(c2ccc(Br)cc2)=Nc2ccc(Br)cc2C1c1ccccc1 (stereo unspecified),105,7,8,0,99,104,-5,-6
COc1ccc(N2CCN(C(=O)CCc3cc(OC)c(OC)c(OC)c3)CC2)cc1,106,8,2,-6,101,103,-8,-19
Cc1cc(-c2nnc(SCC(=O)NC3CC3)n2C(C)C)cs1,109,3,1,-2,94,100,5,-5
CCCNC(=O)N(C)c1nncnc1C(=O)NC,86,-2,-2,-11,87,89,7,-5
O=C(Cn1ncc2c3ccccc3n(Cc3cccc(Cl)c3)c2c1=O)NCc1ccccn1,94,-9,1,2,84,95,10,-4
CC1(C)C2C/C(=N\O)C(C)(/[N+]([O-])=C/c3cccc([N+](=O)[O-])c3)CC21 (stereo unspecified),93,2,1,4,123,101,1,18
COc1cc(/C=C(\C#N)c2nc3ccccc3[nH]2)ccc1O,107,-10,39,-10,88,107,9,0
O=C(Cc1ccc(Cl)cc1)Nc1ccccc1N1CCN(C(=O)c2ccccc2)CC1,102,3,0,9,87,99,-2,-8
CC(CCO)Nc1nc2c(c(=O)n(C)c(=O)n2C)n1Cc1cccc(Br)c1 (stereo unspecified),107,-7,1,-9,98,107,-2,-3
Cc1cc(C)n(-c2ccc(C(=O)OCC(=O)Nc3ccc(S(N)(=O)=O)cc3)cc2)n1,102,-2,1,1,105,95,/,/
O=C(NCCCc1ccncc1)C1CCC(=O)N(Cc2cccc(F)c2)C1 (stereo unspecified),100,0,4,3,89,99,8,5
COC(=O)c1c(C)[nH]c(C(=O)CSc2ccc(Cl)cc2)c1C,116,-1,30,1,116,111,5,5
COc1ccc(CCNC(=O)c2cc3sc(Cl)cc3n2C)cc1OC,102,-4,34,-3,108,101,-14,-6
O=C(O)C1CC(=O)N(c2ccc(F)c(F)c2)C1 (stereo unspecified),102,-6,1,0,101,96,-4,5
O=C(NCCCN1CCOCC1)c1cc2c(s1)CCCC2,105,-1,3,4,106,99,-5,7
CCOc1ccc2c(c1)ncn2Cc1ccccc1,113,7,7,-2,96,98,-11,-9
COCCCN1C(=O)C(=O)/C(=C(/O)c2ccc(S(=O)(=O)N3CCOCC3)cc2)C1c1cccc(Cl)c1 (stereo unspecified),97,4,0,0,101,103,-1,10
c1cncc(C(c2nnnn2C2CCCC2)N2CCCC2)c1 (stereo unspecified),91,-2,1,1,92,94,2,12
O=C(COC(=O)CNC(=O)c1cccc(OC(F)F)c1)NCc1ccc2c(c1)OCO2,94,-2,0,-3,87,93,/,/
Cc1ccccc1SCC(=O)NNC(=O)c1ccccc1O,109,4,24,-4,82,104,8,4
COC(=O)C1=C(C(=O)OC)[C@@H]2N(C)c3ccccc3[C@@]23C[C@@H](C(=O)OC)N(C(=O)c2cc(C)oc2C)C3=N1,97,2,0,-7,110,104,-4,-21
CC1(C)Cc2c(c(N3CCOCC3)nc3snc(N)c23)CO1,100,5,0,6,100,102,4,6
CCn1cc(C(=O)N2CCN(c3cccc(Cl)c3)CC2)c2cc(OC)c(OC)cc2c1=O,97,2,0,8,100,100,-13,4
COCCn1c(SCC(=O)N2CCOCC2)nnc1-c1ccco1,108,3,-2,6,97,105,-1,2
Cc1nn(-c2ccccc2)c(Cl)c1/C=N/NC(=O)CNC(=O)c1ccccc1Cl,101,4,15,-7,101,101,7,0
CCCNC(=O)c1onc(CSc2ccccc2)c1C(=O)NCCC,100,4,6,-3,115,107,5,-13
NC(Cc1cccc2nsnc12)C(=O)O (stereo unspecified),98,-1,1,12,96,97,-8,0
O=C(N/N=C/c1ccc(-c2cccc([N+](=O)[O-])c2)o1)c1ccccc1O,101,8,9,6,102,102,-24,-6
CC(Oc1ccccc1)C(=O)Nc1nnc(S(=O)(=O)N2CCCCC2)s1 (stereo unspecified),105,2,-1,-2,101,97,4,-4
CCn1c(N2CCN(S(=O)(=O)c3ccc(OC)cc3)CC2)nc2ccccc21,106,-6,-1,-1,97,108,4,-6
NS(=O)(=O)c1ccc(CCNC(=O)c2ccncc2)cc1,106,-2,-3,-8,91,107,-5,4
CC1(C(=O)OCC(=O)Nc2ccccc2)CC1(Cl)Cl (stereo unspecified),98,2,-2,12,106,97,11,-2
CN(C(=O)CC1C(=O)NCCN1Cc1ccc(F)cc1)C1CCOCC1 (stereo unspecified),99,-3,-1,-9,104,96,10,12
COc1ccc(CNC(=O)CSc2nnc3nc(C)cc(C)n23)cc1OC,117,0,1,1,122,116,-7,13
COC(CNC(=O)c1cnn2c(C)c(Cc3ccccc3)c(C)nc12)OC,97,4,4,5,94,98,-9,-11

# Whole records, looked up by structure. Values in the order: MEP2 TOR yeast, procasp3 activ, AHR act, proCasp7 act, LAP4-GFP MLPCN, RPL19A-GFP yeast, EBNA-1 inh, ZTA counter
# OCCN1CCN(CC/C=C2/c3ccccc3Sc3ccc(Cl)cc32)CC1 is listed with 100, 3, -4, 0, 107, 103, 1, -10
# CCN(CC)C(=O)CN(c1cccc(Br)c1)S(C)(=O)=O is listed with 91, -2, 3, -5, 91, 89, -15, -9

# (cont.)
SMILES,MEP2 TOR yeast,procasp3 activ,AHR act,proCasp7 act,LAP4-GFP MLPCN,RPL19A-GFP yeast,EBNA-1 inh,ZTA counter
Nc1c(C(=O)c2ccccc2)oc2ccc(Br)cc12,97,-16,79*,-14,111,104,12,8
CC(C)c1ccc(N2C(=O)/C(=C/N(C)C)SC2=S)cc1,86,-3,3,-12,107,91,-7,-10
O=C(COC(=O)[C@H](Cc1ccccc1)NC(=O)c1cccs1)NC1CC1,101,11,4,-7,98,101,-5,-3
O=C1CC(N2CCC(c3nc4ccccc4o3)CC2)C(=O)N1c1cc(Cl)cc(Cl)c1 (stereo unspecified),103,-4,0,-11,110,100,-7,0
CC[n+]1cccc(-c2nc3ccccc3s2)c1,112,-7,4,-7,102,105,10,-26
CCNc1oc(-c2cccc3ccccc23)nc1C#N,121,-3,3,1,121,104,7,1
O=C(CC12CC3CC(CC(C3)C1)C2)NCc1ccccc1,100,2,1,-1,101,100,3,4
COc1ccc(CC(=O)Nc2ccc(S(=O)(=O)N3CCOCC3)cc2)cc1,113,5,-2,-3,111,110,/,14
S=C1NC2(CCCCCC2)N=C1c1ccccc1,94,-4,5,2,103,97,-3,8
CN(C)c1ccc(CNC(=O)CCNS(=O)(=O)c2cc(Br)cnc2N)cc1,109,1,1,-2,108,103,7,-4
O=C(NCCN1CCN(c2ccccc2)CC1)C1CCN(S(=O)(=O)c2cccc3nsnc23)CC1,106,1,1,2,94,99,-11,-6
CCN1CCN(C(=O)c2ccc(Cl)c(S(=O)(=O)N3CCCCCC3)c2)CC1,99,-1,4,4,87,97,8,-5
CCn1cc(S(=O)(=O)N2CCN(c3ccc(Cl)cc3)CC2)cn1,97,-1,-1,5,95,102,6,3
CC(C)c1nnc(NC(=O)CCC(=O)NC2CCCc3ccccc32)s1 (stereo unspecified),98,2,7,5,104,97,-3,-3
Cc1cccc(NS(=O)(=O)c2cccc(C(=O)Nc3cccc(C(=O)O)c3)c2)c1,107,-3,-3,-4,109,105,4,13
CC(C)(C)C1CCc2c(sc(NC(=O)C3CCCO3)c2C(N)=O)C1 (stereo unspecified),92,-2,-8,2,82,86,13,11
CC(C)N(Cc1nc(-c2ccccc2)no1)C(=O)C(Cl)(Cl)Cl,101,-1,1,2,110,99,-6,-2
CN1CCN(C(=O)Nc2cccc(-c3ccccc3)c2)CC1,92,-2,1,7,100,100,1,11
COc1ccc(/C(=N/O)C(C)(C)NO)cc1,81,-4,1,5,84,86,1,2
CCOC(=O)C1=C(NC(=S)NC(=O)c2ccccc2)c2ccccc2CC1(C)C,103,-7,5,-1,107,96,10,11
Cc1cc(NS(=O)(=O)c2ccc(NC(=O)c3ccc(Cl)cc3Cl)cc2)no1,93,5,-1,-5,97,98,4,-8
CC(C)C(OC(=O)c1cccs1)C(=O)NCc1ccc2c(c1)OCO2 (stereo unspecified),96,9,3,-1,98,96,-5,5
Nc1ccc2nn(-c3ccc(Cl)cc3)nc2c1,107,9,109*,-1,101,96,5,8
Cc1ccc(S(=O)(=O)CCC(=O)N2CCN(c3ccc([N+](=O)[O-])cc3)CC2)cc1,100,-4,-2,-18,88,98,1,-28
O=C(Nc1ccc(Cc2ccncc2)cc1)c1ccc(Br)o1,93,-5,8,-8,88,94,-9,-3
CC(=O)NC(C(=O)c1ccccc1)N1CCCCC1 (stereo unspecified),100,5,6,5,87,104,3,-12
CCOC(=O)c1sc(NC(=O)CSc2nccc(C)n2)nc1C,92,5,26,0,86,106,-4,-7
CCOc1ccc(C(=O)Oc2ccc(NC(C)=O)cc2)cc1,96,-2,0,5,106,100,-6,-1
Cc1ccc(S(=O)(=O)N2CCCC2C(=O)Nn2cnnc2)cc1 (stereo unspecified),103,1,0,7,92,96,7,4
CCN(c1ccccc1C(=O)O)S(=O)(=O)c1cccc2nsnc12,96,-12,5,10,95,99,-12,11
CN(C)c1ccc(CNCc2cccnc2)cc1,103,2,-1,11,107,101,-1,15

# Filtered by structure, the compounds so far with a thiophene ring, fused or not (6)
SMILES,MEP2 TOR yeast,procasp3 activ,AHR act,proCasp7 act,LAP4-GFP MLPCN,RPL19A-GFP yeast,EBNA-1 inh,ZTA counter
Cc1cc(-c2nnc(SCC(=O)NC3CC3)n2C(C)C)cs1,109,3,1,-2,94,100,5,-5
COc1ccc(CCNC(=O)c2cc3sc(Cl)cc3n2C)cc1OC,102,-4,34,-3,108,101,-14,-6
O=C(NCCCN1CCOCC1)c1cc2c(s1)CCCC2,105,-1,3,4,106,99,-5,7
O=C(COC(=O)[C@H](Cc1ccccc1)NC(=O)c1cccs1)NC1CC1,101,11,4,-7,98,101,-5,-3
CC(C)(C)C1CCc2c(sc(NC(=O)C3CCCO3)c2C(N)=O)C1 (stereo unspecified),92,-2,-8,2,82,86,13,11
CC(C)C(OC(=O)c1cccs1)C(=O)NCc1ccc2c(c1)OCO2 (stereo unspecified),96,9,3,-1,98,96,-5,5

# Compound activity as filed in PubChem BioAssay.
